Screening data (PubChem BioAssay)
GRP78 ERSR act – ER stress response induction in glioma; U87-MG GRP78 promoter luciferase reporter, 16 h; Potency, µM, inactives show at the highest dose activation, hits mostly activators; hit rate 0.02% among 420,000; AID 602332; also: potency is read from the fitted curve at half-maximal effect; series mostly up to about 76 µM; % of control where 0% means no effect; nearly all actives have a fitted effect of over 35% in size
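Stably transfected U87-MG human glioma cells carrying a GRP78-based luminescent sensor were seeded at 1000 cells/well, pin-dosed with compounds and incubated 16 h. Luciferase reagent was then added, and end-point luminescence was read after 10 min at room temperature.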
RGS4 inhibitor – human RGS4 inhibition. Transcreener GDP fluorescence polarization, RGS4-accelerated GTP hydrolysis. Potency, µM (series often up to 114 µM), without a hit: at the top dose activity change, negative = inhibition, most hits filed as inhibitors. hit rate 0.039% among 390,000; also: potency is read from the fitted curve at half-maximal effect; % is scaled to controls: 0 for no effect and ±100 for the full control effect; nearly all actives have a fitted effect of over 75% in size; some results filed as inactive show a strong effect at the top dose
Target sequence (P49798 whole entry, looked up): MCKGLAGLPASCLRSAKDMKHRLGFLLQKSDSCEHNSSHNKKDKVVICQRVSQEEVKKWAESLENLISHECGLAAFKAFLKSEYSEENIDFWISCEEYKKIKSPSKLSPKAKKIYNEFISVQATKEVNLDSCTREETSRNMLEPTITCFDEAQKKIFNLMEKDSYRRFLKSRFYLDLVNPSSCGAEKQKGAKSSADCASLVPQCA
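MLSMR compounds (23 nl, pin-transferred) preincubated 10 min at room temperature with a 500nM (2x) first reagent, then RGS4 at 900nM (2x) plus Transcreener GDP mix added; fluorescence polarization (620/688 nm) read before and after 90 min at 30 °C.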
Vif-A3G inh – Vif-A3G binding inhibition; Q9HC16; HeLa A3G-eYFP + Vif (tagged APOBEC3G with the HIV-1 protein that degrades it), YFP fluorescence, overnight; Potency, µM (series often up to 46.1 µM), for the others: at the top dose activity, negative = active, hits mostly inhibitors; hit rate 0.076% among 410,000; AID 602310;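 also: potency is read from the fitted curve at half-maximal effect; % is scaled to controls: 0 for no effect and ±100 for the full control effect; nearly all actives have a fitted effect of over 60% in size; hits raise eYFP signal because A3G escapes Vif-driven loss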
Target sequence (Q9HC16 whole entry, looked up): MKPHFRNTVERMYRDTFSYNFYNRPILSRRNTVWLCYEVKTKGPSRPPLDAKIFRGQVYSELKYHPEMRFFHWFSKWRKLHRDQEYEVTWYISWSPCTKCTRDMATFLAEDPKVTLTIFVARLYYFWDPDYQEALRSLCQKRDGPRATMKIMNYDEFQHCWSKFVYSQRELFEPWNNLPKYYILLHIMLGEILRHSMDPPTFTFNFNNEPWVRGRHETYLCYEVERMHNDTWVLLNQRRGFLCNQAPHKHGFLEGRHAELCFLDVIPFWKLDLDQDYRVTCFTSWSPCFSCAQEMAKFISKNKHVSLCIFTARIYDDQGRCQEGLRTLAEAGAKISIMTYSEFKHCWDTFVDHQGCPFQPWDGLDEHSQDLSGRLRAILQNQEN
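HeLa cells stably expressing Vif and C-terminally eYFP-tagged A3G, seeded overnight at 37 deg C, then exposed to compound by pintool overnight at 37 deg C. Rise in yellow fluorescence (Ex 488/Em 500-530, Acumen) marks blocked Vif-driven A3G degradation.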
LDHA block – blocks human lactate dehydrogenase A. purified LDHA, NADH/diaphorase-resazurin fluorescence; hits give low values. activity change, % (values are at about 110 or 230 µM). hit rate 0.15% among 480,000; in the data active = activity change below about -30%; inconclusive = mostly about -25% to -30%;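 also: plate controls were DMSO wells for no effect and wells without enzyme for full effect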
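Enzyme activity of human lactate dehydrogenase 5 (2 nM; 0.06 mM NADH, 0.2 mM pyruvate, 5 min, RT) is measured via a resazurin/diaphorase fluorescence readout of residual NADH.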
Vif-APOBEC3F blk – blocks the Vif interaction with APOBEC3F; AID 602313; hit rate 0.2% among 390,000; Potency, µM (highest dose often 46.1 µM), for inactives: at the highest dose activity, negative = active; HeLa A3F-eYFP + Vif (tagged APOBEC3F with the HIV-1 protein that degrades it), YFP fluorescence increase; also: potency is read from the fitted curve at half-maximal effect; % of control where 0% means no effect; nearly all actives have a fitted effect of over 65% in size
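HeLa cells stably expressing Vif plus C-terminally eYFP-tagged A3F were seeded, incubated overnight at 37 deg C, dosed with compound, incubated overnight again at 37 deg C. Yellow fluorescence (Ex 488/Em 500-530) reported blocked Vif-mediated A3F-eYFP degradation.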
12-LOX inh – blocks human arachidonate 12S-lipoxygenase | P18054 | purified 12hLO, xylenol orange hydroperoxide absorbance | Potency, µM (highest dose often 108 µM), for the others: at the highest dose activity change, negative = inhibition, usual class: inhibitors | hit rate 1.1% among 580,000 | AID 1671190; also: potency is read from the fitted curve at half-maximal effect; % is scaled to controls: 0 for no effect and ±100 for the full control effect
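Purified human 12hLO (150 nM final) in 25 mM Hepes, 0.01% Triton X-100, pH 7.0 was preincubated 15 min at room temperature with compound. Then 40 uM arachidonic acid was added, 30 min. Hydroperoxide was read by Fe-XO absorbance ratio 573/405 nm.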
ERG-DNA inh – blocks human ERG Ets domain binding to DNA; P11308; fluorescence polarization, His-ERG Ets domain / labelled DNA; Potency, µM (doses to about 76.9 µM), for inactives: at the top dose FP activity, negative = inhibition, hits mostly inhibitors; hit rate 0.028% among 370,000; AID 624246; active = well fitted inhibition curve with a large enough effect in the polarisation, with a control signal flat; inconclusive = small, poorly fitted or top-dose-only effect, or effect the other way, or a change in a side signal; inactive = no such curve, though single readings can be large or run the other way; the % refers to the polarisation;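 also: polarization taken with two DNA probes labelled with fluorescein and Texas red; potency is read from the fitted curve at half-maximal effect; % of control where 0% means no effect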
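His-tagged ERG Ets domain (1 uM in the protein solution; 300mM KCl, 50mM Tris-HCl, 1mM EDTA, 1mM DTT, pH 7.5) received compound, then a probe mix of 5 nM fluorescein-DNA and 100nM Texas-615-DNA. Fluorescence polarization was read for both dyes.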
D2 antagonist – antagonists of human D2 dopamine receptor | HEK293 TREx D2 cells, calcium flux, dopamine EC80 | inhibition, % at 10 µM | hit rate 2% among 340,000; in the data active = inhibition above about 30%; also: 0% is about no effect
Target sequence (P14416 whole entry, looked up): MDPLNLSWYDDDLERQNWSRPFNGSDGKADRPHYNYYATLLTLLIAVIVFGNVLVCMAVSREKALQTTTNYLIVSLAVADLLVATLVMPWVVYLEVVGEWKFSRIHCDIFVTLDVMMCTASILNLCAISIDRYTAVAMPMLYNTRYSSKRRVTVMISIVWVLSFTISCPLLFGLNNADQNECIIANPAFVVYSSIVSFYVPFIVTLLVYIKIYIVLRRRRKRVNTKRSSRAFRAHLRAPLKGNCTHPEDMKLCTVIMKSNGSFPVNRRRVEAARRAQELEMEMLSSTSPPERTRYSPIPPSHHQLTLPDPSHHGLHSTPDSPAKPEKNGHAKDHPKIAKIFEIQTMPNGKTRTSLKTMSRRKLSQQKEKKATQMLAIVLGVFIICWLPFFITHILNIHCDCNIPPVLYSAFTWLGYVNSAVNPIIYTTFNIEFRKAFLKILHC
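Tetracycline-induced HEK293 T-REx cells expressing D2 force-coupled to calcium signalling were dye-loaded, exposed to compound for 180 s, then challenged with an EC80 of dopamine; calcium flux was followed kinetically for a further 180 s.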
D2 ag – activates the human D2 dopamine receptor. hit rate 0.53% among 340,000. HEK293 T-REx D2 cells, calcium flux agonist mode. activation, % at 2 µM. AID 485358. P14416;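 active = activation over 3 SD above normal in the single-dose calcium agonist read, cut at about 30% in these data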; also: 0% is about no effect
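Calcium-flux readout, 1 cycle/sec over 180 s following compound pin transfer, in inducible HEK293 Trex D2 cells (force-coupled); dopamine controls included. Positive calcium responses during this window marked compounds as potential agonists.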
Active calls of the source: *; ? = inconclusive; nt = not tested or not shown; & = joins results of further samples; ! = a repeat was not active; [ ] = another dose, or the depositor's remark. Unless noted, calls follow the shape of the dose curve; as a rule, active = well fitted curve in the direction sought with a large enough effect; inconclusive = small, poorly fitted or top-dose-only effect, or another doubt; inactive = no such curve, though single readings can be large; an effect the other way counts as inactive or inconclusive. Some of the compounds tested, so the mix of outcomes need not match the whole.

SMILES	GRP78 ERSR act	RGS4 inhibitor	Vif-A3G inh	LDHA block	Vif-APOBEC3F blk	12-LOX inh	ERG-DNA inh	D2 antagonist	D2 ag
O=C1NCCCC1C(=O)N1CCN(C(c2ccccc2)c2ccccc2)CC1 (configuration not stated)	-3%	-17%	-1%	2	0%	8%	nt	-4	0.6
COc1ccc(NS(=O)(=O)c2ccc(NS(C)(=O)=O)cc2)cc1	-3%	11%	0%	5	-6%	-4%	nt	2	0.1
COc1cc(OC)cc(C(=O)NCC(=O)OC2CCOC2=O)c1 (configuration not stated)	-2%	-17%[56.9 µM]	2%	0	2%	-12%	-9%	nt	nt
CC(OC(=O)Cn1ccccc1=O)C(=O)Nc1cc(Cl)cc(Cl)c1 (configuration not stated)	-1%	9%	-13%	-5	3%	0%	-11%	nt	nt
CCOC(=O)c1csc(NC(=O)c2ccccc2)n1	-3%	17%	-1%	-8	-4%	23%[57.4 µM]	-1%	-8	-0.4
COc1ccc(NC(=O)COC(=O)CC2CCCC2)cc1Cl	-5%	11%	-1%	-5	6%	-5%	3%	-2	-0.3
O=C(NCCCc1nc2ccccc2[nH]1)c1ccco1	-3%	7%	-1%	1	3%	-8%	9%	-1	-0.5
O=C(Cc1ccccc1)Nc1ccc2[nH]ncc2c1	5%	-10%	-6%	-6	2%	23%	11%	3	-0.2
O=C(Cc1ccccc1)NNS(=O)(=O)c1ccccc1[N+](=O)[O-]	-3%	-23%	1%	1	8%	-60%	-4%	-1	-0.1
O=C(NCc1ccc(OC(F)(F)F)cc1)C1CCC(=O)N(C2CC2)C1 (configuration not stated)	-5%	11%	0%	-9	0%	4%	7%	1	0.1
CCOC(=O)/C(=N\NC(=O)c1ccccc1)c1ccccc1	-1%	28%	1%	-1	-1%	4%	nt	nt	nt
COc1ccc(CCNS(=O)(=O)c2cn(C)c(=O)n(C)c2=O)cc1OC	-5%	-3%	3%	-3	-7%	27%	-2%	5	0.7
C/C=C(/C)C(=O)Nc1cccc(C2=NOC3(C2)C[C@H](C(N)=O)N(C(=O)COc2ccc(Cl)cc2)C3)c1 (some centres not stated)	-3%	-12%	-6%	3	3%	?	1%	16	0.1
Cc1ccc(S(=O)(=O)N2CCCC2C(=O)OCc2ccco2)cc1 (configuration not stated)	-3%	-26%	-1%	2	-6%	nt	6%	8	1.2
COc1ccccc1/C=C/C=N/NC(=O)CCC1C(=O)NN=C1C (configuration not stated)	-4%	4%[11.4 µM]	1%	-7	1%	-13%	-13%	-2	-0.3
COc1cc(-c2coc3c(C(=O)NCc4ccc(OC)c(OC)c4)cccc23)ccc1O	-10%	nt	-9%	-1	nt	-11%	nt	nt	nt
O=C(CSc1ncn[nH]1)NCc1ccccc1	-3%	-37%	0%	-5	nt	-28%	-1%	-5	0.2
CCOc1ccc(NS(=O)(=O)c2cc(C(=O)N3CCN(C(C)=O)CC3)ccc2Cl)cc1	-1%	27%	2%	-7	8%	3%	0%	-8	0.4
Cc1ccc(S(=O)(=O)N(C)CC(=O)N2CCOCC2)cc1	-3%	?	0%	0	-8%	0%	8%	22	-0.1
O=C(O)Cn1c(=O)c2c(c3ccccc31)CCC2	-6%	-10%	1%	-5	-9%	2%	-4%	-2	1.4
COC(=O)C(C)n1cnc2c(nnn2-c2ccccc2)c1=O (configuration not stated)	-1%	-1%	0%	-2	-4%	nt	-15%	31*	-0.3
COC(=O)[C@]1(C)N[C@H](CN(C)S(=O)(=O)c2ccc(C(F)(F)F)cc2)[C@@H]2C(=O)N(C)C(=O)[C@@H]21	0%	-5%	1%	2	0%	?	-2%	nt	nt
CCOC(=O)N1CCN(C(=O)CN(c2cccc(C)c2)S(=O)(=O)c2ccccc2)CC1	-3%	6%	0%	5&-9	-1%	-1%&12%	-2%	8	-0.8
COc1ccc(Cl)cc1NC(=O)CCc1c(C)nc2c(c1C)c(=O)n(C)c(=O)n2C	-3%	7%	6%	1	-4%	-5%	0%	nt	-0.6
Cc1ccc2[nH]c(C(=O)Nc3ccccc3)cc2c1	-2%	-8%	0%	1	-7%	-17%	2%	nt	-0.3

(next part)
SMILES	GRP78 ERSR act	RGS4 inhibitor	Vif-A3G inh	LDHA block	Vif-APOBEC3F blk	12-LOX inh	ERG-DNA inh	D2 antagonist	D2 ag
COCCCNC(=S)N1CCC(NC(=O)c2ccco2)CC1	-1%	-43%	1%	-11	1%	311%[activator]	7%	-3	-1.1
O=S(=O)(NCCCN1CCOCC1)c1ccc2ccccc2c1	-5%	7%	2%	-7	8%	?	0%	-4	0.1
Cc1[nH]c2ccccc2c1C(=O)/C=C/c1ccccc1Cl	5%	-7%	-25%	-6	1%	-13%	-4%	-4	-0.2
Cc1nn(C)cc1C1C(C#N)=C(N)N(c2ccc(F)c([N+](=O)[O-])c2)C2=C1C(=O)CCC2 (configuration not stated)	-6%	-2%	0%	13	-6%	-22%	-5%	-15	1.9
CCN1C(=O)c2cccc3c(NC(=O)c4ccc(S(=O)(=O)N(C)C)cc4)ccc1c23	-2%	-7%	-2%	1	-17%	16%	-3%	4	-0.6
CN1C(=O)NC(c2cccc(O)c2)C(C(=O)c2cccs2)C1(O)C(F)(F)F (configuration not stated)	4%	5%	0%	3	0%	nt	nt	-10	-0.8
O=C1Nc2ccccc2S/C1=C/NCc1ccccc1Cl	0%	-12%	0%	-1	0%	-23%	4%	7	-4.3
COc1ccc(NC(=O)c2cc3c(=O)n(Cc4cccnc4)ccc3nc2C)cc1Cl	-3%	-13%	0%	-4	0%	-9%	10%	nt	-0.5
CC(=O)N1c2ccc(S(=O)(=O)NCC3CCC(C(=O)Nc4cccc(C)c4C)CC3)cc2CC1C (configuration not stated)	-4%	-15%	3%	1	2%	-12%	3%	nt	-0.7
O=C(O)C1Cc2c([nH]c3ccccc23)C(c2ccc3c(c2)OCO3)N1 (configuration not stated)	-3%	-2%	-4%	7	5%	-21%[57.4 µM]	nt	0	0.4
Cn1c(SCC(=O)Nc2cccc(F)c2)nc2c(c1=O)SCC2	-3%	0%	3%	-6&4	-2%	-5%&-62%	5%	3	-0.6
CCOc1ccc(/C=C(\C#N)C(=O)Nc2sc3c(c2C(=O)OC)CCC3)cc1OC	-1%	-11%	0%	1	2%	-8%	-1%	nt	0.8
CC1CCCCN1S(=O)(=O)c1ccc(NC(=O)c2cccs2)cc1 (configuration not stated)	-2%	-22%	1%	-8	-5%	10%	nt	-14	0.4
FC(F)(F)c1cccc(N2CCN(c3ccc4nnc(-c5ccccc5)n4n3)CC2)c1	-3%	-17%	-1%	13	-5%	?	2%	-23	0.1
COc1ccc(CCN2CC(C(=O)N3CCC(O)(c4ccccc4)CC3)CCC2=O)cc1 (configuration not stated)	-8%	0%	0%	1	8%	-22%	0%	19	-0.3
O=C(C[C@H]1C/C=C\CC[C@@H](Cc2ccc(F)cc2)C(=O)OC[C@H]2CCCN2C1=O)N[C@@H](CO)Cc1ccccc1	-2%	-6%	4%	-3	4%	?	-5%	nt	nt
CCOc1ccccc1N(CC)C(=O)c1ccc2c(=O)n3c(nc2c1)CCCCC3	0%	2%&-37%	-4%	-4&2	1%	-2%&-30%	-5%&4%	1	0.2&0.4
COc1ccc(C2=NO[C@@H]3C(=O)N(Cc4ccccc4)C(=O)[C@H]23)cc1OC	-1%	0%	2%	-2	0%	-10%	1%	2	-0.1
Cc1cc(C)cc(N(CC(=O)NCc2cccnc2)S(C)(=O)=O)c1	-2%	-8%	0%	-7	-3%	2%	nt	-7	0.0
Cc1ccccc1-c1nc(CN2CCCC(C(=O)NCCCN3CCOCC3)C2)c(C)o1 (configuration not stated)	-4%	49%	-3%	-6	-3%	-30%	-10%	-8	0.2
CCN(CCO)Cc1cc(=O)oc2cc3c(cc12)CCC3	-1%	-18%	1%	-2	0%	101%[activator]	-8%	5	0.5
Cc1nc(-c2ccc(C#N)cc2)cs1	0%	-6%	0%	0&-1	-1%	32µM*!	3%	9	-0.1
COc1ccc(C2=CC3=C(Br)C(=O)C(C)(O)C(=O)C3=CO2)cc1 (configuration not stated)	-3%	?	0%	2	-7%	nt	8%	11	0.1
O=C(CN1CCOCC1)Nc1nc(-c2ccccc2)cs1	0%	-13%	-2%	-1	2%	0%	3%	-3	0.6
CCOc1ccc(N/C(N)=N/c2nc(C)c(C)c(=O)[nH]2)cc1	-7%	0%	0%	-2	0%	-3%	2%	3	0.2
COc1ccc(CC(=O)O/N=C(\N)c2ccc(Br)cc2)cc1OC	1%	-7%	7%	-2	2%	2%	-2%	-1	-0.2
Cc1ccccc1C(=O)Nc1sc2c(c1C(=O)N1CCC(C)CC1)CCC(C)C2 (configuration not stated)	-1%	-17%	-1%	3	0%	-16%	6%	nt	-0.2

Full records, quoted from the list.
Results for O=C(O)C1Cc2c([nH]c3ccccc23)C(c2ccc3c(c2)OCO3)N1 (configuration not stated) = GRP78 ERSR act = -3%; RGS4 inhibitor = -2%; Vif-A3G inh = -4%; LDHA block = 7; Vif-APOBEC3F blk = 5%; 12-LOX inh = -21%[57.4 µM]; ERG-DNA inh = nt; D2 antagonist = 0; D2 ag = 0.4
Results for Cn1c(SCC(=O)Nc2cccc(F)c2)nc2c(c1=O)SCC2 = GRP78 ERSR act = -3%; RGS4 inhibitor = 0%; Vif-A3G inh = 3%; LDHA block = -6&4; Vif-APOBEC3F blk = -2%; 12-LOX inh = -5%&-62%; ERG-DNA inh = 5%; D2 antagonist = 3; D2 ag = -0.6
